Assay outcomes from PubChem.
IL-1B inflam inh = inhibitors of inflammasome signaling (IL-1 beta secretion); activity change, % at 57.5 µM; THP-1 LPS/ATP IL-1B secretion, AlphaLISA, 16 h; hits give low values; 360,000 compounds, 4.7% hits; in the data active means activity change below about -50%; inconclusive means mostly about -30% to -49%; further: on the % scale 0 is the no-effect control and ±100 the full control effect
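Secreted IL-1B measured by AlphaLISA bead assay after 16 h compound exposure of THP-1 cells; compounds (final up to 57.5 uM) added 1 h before LPS (250 ng/mL) and ATP (1.25 mM) stimulation; lower signal means less secretion.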
A549 viability = counter-screen for Nrf2 inhibitors: cytotoxicity in A549 cells. Potency, µM (top dose mostly 46 µM), without a hit: at the highest dose activity change, negative = cytotoxicity, actives largely listed as inhibitors. A549 ARE-Fluc cells, CellTiter-Fluor viability, 18-24 h. 390,000 compounds, 0.16% hits; further: potency means the concentration at half of the fitted maximal effect; on the % scale 0 is the no-effect control and ±100 the full control effect
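Cytotoxicity counterscreen: CellTiter-Fluor fluorescence was measured in A549 ARE_Fluc cells after 18-24 h of compound exposure in a concentration series. The subsequent BugLite luminescent read reports ARE-luciferase activity.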
TGFb inhibitor = blocks TGF-b signaling; Potency, µM (doses to about 46.1 µM), inactives show at the highest dose activity, negative = inhibition, hits mostly inhibitors; HepG2 CAGA-GFP TGF-b/SMAD3 reporter, GFP fluorescence, 18 h; TGF-beta stimulated, 500 pg/mL final; AID 588855; 410,000 compounds, 1.2% hits; further: potency means the concentration at half of the fitted maximal effect; on the % scale 0 is the no-effect control and ±100 the full control effect; nearly all actives have a fitted effect of over 65% in size
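TGF-beta reporter screen: HEPG2 CAGA-GFP, 1% FBS, 500 pg/mL TGF-beta final, 18 h; per-cell GFP summed per well; curves fitted and categorized by class.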
Nrf2 block = inhibitors of Nrf2 signaling; A549 ARE-Fluc reporter, luciferase luminescence, 18-24 h; 360,000 compounds, 2.1% hits; AID 504444; Potency, µM (doses to about 46 µM), for inactives: at the highest dose activity change, negative = inhibition, actives largely listed as inhibitors; further: potency means the concentration at half of the fitted maximal effect; on the % scale 0 is the no-effect control and ±100 the full control effect; nearly all actives have a fitted effect of over 60% in size
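Quantitative HTS in A549 cells stably bearing an antioxidant response element-firefly luciferase construct. Inhibition of Nrf2-driven transcription was scored by luminescence after 18-24 h of compound exposure at 37 °C.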
HepG2 viability = HepG2 cytotoxicity, counter-screen for TGF-b inhibitors | HepG2 CAGA-GFP viability, ATP luminescence, 18 h | Potency, µM (highest dose often 46.1 µM), for the others: at the top dose activity change, negative = cytotoxicity, most hits filed as cytotoxic | 410,000 compounds, 0.76% hits | AID 588856; further: potency means the concentration at half of the fitted maximal effect; some results filed as inactive show a strong effect at the top dose
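CellTiter-Glo luminescence gave cytotoxicity after 18 hours at 37 degrees C. The cells were HepG2 CAGA-GFP in 1% FBS DMEM, stimulated with 500 pg/mL TGF-beta after compound addition. %Activity was normalised to no-cell wells (complete cell-killing) and DMSO (no toxicity), and curves were fitted and classified.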
MCF10A rereplic = inducers of DNA re-replication in MCF 10A breast cells. MCF 10A DNA re-replication, Hoechst nuclear intensity, 48 h. Potency, µM (doses to about 46.1 µM), inactives show at the top dose activity, positive = re-replication, usual class: activators. 350,000 compounds, 2.9% hits. AID 624296; further: potency means the concentration at half of the fitted maximal effect; % of control where 0% means no effect; nearly all actives have a fitted effect of over 50% in size
ATXN viability = reduces viability in counter-screen for ATXN expression inhibitors; S2 cells (HEK-293 line with an ATXN2-luciferase reporter) viability, CellTiter-Fluor protease fluorescence, 24 h; Potency, µM (top dose mostly 56.7 µM), most hits filed as cytotoxic; 400,000 compounds, 0.49% hits; further: potency means the concentration at half of the fitted maximal effect; nearly all actives have a fitted effect of over 40% in size
Nrf2 ARE act = activates Nrf2 signaling | AREc32 ARE-luciferase reporter (MCF7-derived line), luminescence, 24 h | 410,000 compounds, 0.31% hits | Potency, µM (titrated, usually from 46.1 µM), without a hit: at the top dose activation, most hits filed as activators | AID 624171; further: potency means the concentration at half of the fitted maximal effect; % of control where 0% means no effect; nearly all actives have a fitted effect of over 65% in size
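For detection, Steady-Glo was added and plates sat 30 min at RT; before that, AREc32_Fluc cells grown overnight in OPTI-MEM/5% FBS had been treated with 23 nL compound for 24 hr at 37 deg C.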
ATXN2 expr inh = inhibitors of ATXN2 expression; 360,000 compounds, 0.72% hits; HEK-293 ATXN2-luciferase reporter, luminescence, 24 h; Potency, µM (highest dose often 57 µM), for inactives: at the highest dose activity change, negative = inhibition, hits mostly inhibitors; further: potency means the concentration at half of the fitted maximal effect; on the % scale 0 is the no-effect control and ±100 the full control effect; nearly all actives have a fitted effect of over 55% in size
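qHTS (up to 57 uM final) was run with 24 h compound exposure of reporter cells at 37 °C. Each well was multiplexed: SteadyGlo luminescence measured ATXN2-luciferase expression after a fluorogenic Gly-Phe-AFC viability readout (25 uM final).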
Starred values were filed as active, the others as inactive; i = inactive; ? = inconclusive; · = no result given; & = joins results of further samples; [ ] = dose if it differs, or a comment. Unless noted, the call rests on the fitted dose curve; in most records, active means well fitted curve in the direction sought with a large enough effect; inconclusive means small, poorly fitted or top-dose-only effect, or another doubt; inactive means no such curve, though single readings can be large; an effect the other way counts as inactive or inconclusive.

SMILES	IL-1B inflam inh	A549 viability	TGFb inhibitor	Nrf2 block	HepG2 viability	MCF10A rereplic	ATXN viability	Nrf2 ARE act	ATXN2 expr inh
NC(=O)CC(NC(=O)c1ccccc1)c1ccc(N2CCC(Br)CC2)c([N+](=O)[O-])c1 (stereo not given)	5	-14%	-1%	?	-3%	?	?	-0.7%	-9%
CC1CCC(NC(=O)C(NS(=O)(=O)c2cccc3nsnc23)C(C)C)CC1 (stereo not given)	13	-2%	3%	-10%	-9%	0%	i	-0.1%	9%
N#Cc1cnc(NN)nc1	4	1%	-21%	2%	11%	1%	i	0.7%	-26%
COc1cc(C)ccc1OCCCCN1CC(C)OC(C)C1 (stereo not given)	-1	2%	5%	-2%	2%	2%	i	0.2%	-8%
CCN(C1CCCCC1)S(=O)(=O)c1c(C)n(C)c(=O)n(C)c1=O	13	-30%	-20%	4%	11%	6%	i	0.2%	-1%
CC1CCN(c2nc3c(S(=O)(=O)c4ccccc4)nnn3c3ccc(Cl)cc23)CC1	·	3%	0%	6%	4%	·	i	-0.3%	13%
Cc1ccccc1C(=O)NC(=S)NC1CCSC1=O (stereo not given)	-5	0%	11%	13%	-3%	2%	i	0.3%	4%
S=C1NCN(Cc2ccco2)CN1CCc1ccccc1	-2	-2%	0%	5%	-38%	-3%	i	0.0%	-11%
Cc1ccc2nc3c(nc2c1C)C(O)=C3O	·	-2%	-20%	0%	11%	4%	i	0.3%	43%[activator]
O=C(Nc1ccc2nc(C(F)(F)F)[nH]c2c1)[C@@H]1O[C@H](CO)[C@@H](O)[C@H]1O	-20	·	-12%	·	1%	·	i	0.1%	-1%
Cc1nc2ccccc2c(N)c1C(=O)/C=C/c1ccccc1	-100*	-20%	?	?	-63%	27%	?	-2.6%	?
COc1ccc(C(N)c2csc(Nc3ccc(C(F)(F)F)cn3)n2)cc1 (stereo not given)	-8	·	?	·	-102%	·	?	0.7%[9.22 µM]	0%
COc1ccc(CCNC(=O)C2CCN(S(=O)(=O)N3CCC4(CC3)OCCO4)CC2)cc1OC	15	-1%	0%	2%	4%	2%&1%	i	0.0%	7%
Cc1ccccc1C(=O)NNC(=S)NC(=O)c1cccs1	76	?	?	15µM*	-25%	-14%	i	8.7%	·
Cc1cc(O)c2c(c1)C(O)(C1OC(CO)C(O)C(O)C1O)c1cccc(O)c1C2=O (stereo not given)	22	-1%	1%	10%	2%	-4%	i	-1.0%	5%
CCCC1O[C@@H]2C[C@H]3[C@@H]4CCC5=CC(=O)C=C[C@]5(C)[C@H]4[C@@H](O)C[C@]3(C)[C@]2(C(=O)CO)O1 (stereo not given in full)	-65*	-16%	9%	·	-29%	5%&-55%	i	-0.3%	3%
NC(=O)NC(=O)C[n+]1cccc(/C=N/O)c1	12	10%	?	0%	4%	0%	i	-0.2%	15%
O=C(NCCc1ccccc1Cl)c1sc2ncccc2c1-n1cccc1	·	-2%	?	·	-3%	·	?	11%	-32%
COc1ccccc1Cc1c(-c2ccc(Cl)cc2)nc2ccc(Cl)cn12	17	·	-16%	·	-47%	·	i	4.8%	65%[activator]
O=S(=O)(NCc1nc(-c2ccccc2)no1)c1ccc(F)cc1	-1	2%	-13%	10%	1%	5%	i	-0.8%	-7%
COc1ccc(CN2C(=O)c3ccccc3C2C(=O)NCc2cccnc2)c(OC)c1 (stereo not given)	-3	-11%	-22%	-13%	3%	-4%	i	-0.5%	-8%
CCOC(=O)C1CCN(C(=O)C2CCCN(S(=O)(=O)c3ccc(OCC)c(Cl)c3)C2)CC1 (stereo not given)	8	0%	?	0%	-94%	5%	i	6.9%	-24%
CCC(=O)Nc1ccc(C)cc1-c1nc2ccccc2n(Cc2ccccc2)c1=O	·	4%	-5%	?	-7%	·	·	1.0%	·
CC1CCCN(S(=O)(=O)c2ccc(C(=O)Nc3nnc(C4CC4)o3)cc2)C1 (stereo not given)	83	?	-10%	5.8µM*	-20%	9%	i	-0.5%	-35%
COc1ccc(CC(=O)Nc2cc(=O)n(C)c(=O)n2C)cc1OC	9	22%	-1%	1%	-9%	-2%	i	-0.7%	-4%
CC1(C)CC(=O)C(C=NCC2CCN(C(=O)Cc3ccccc3)CC2)=C(O)C1	11	0%	-23%	5%	-2%	15%	i	0.1%	23%
CN1CCN(c2ccc(Cl)cc2NC(=O)c2nn(-c3ccccc3)c(=O)c3ccccc23)CC1	-18	25%	17%	0%	-11%	5%	?	0.1%	?
COc1cc(/C=C/C(=O)N2CCN(CC(O)COc3ccccc3)CC2)cc(OC)c1OC (stereo not given)	-6	-1%	4%	-18%	-12%	-6%	i	2.3%	-5%
CC(C)NC(=O)N(C)C[C@H]1Oc2ccc(NS(=O)(=O)c3ccc(F)cc3)cc2C(=O)N([C@H](C)CO)C[C@@H]1C	-7	-1%	-25%	9%	-11%	-3%	i	-0.1%	7%
CCOC(=O)c1cc2c(=O)n3ccccc3nc2n(CC2CCCO2)c1=NC(=O)c1cc(C)cc(C)c1 (stereo not given)	·	-14%	-31%	?	-44%	·	i	-0.5%	60%
CCOc1ccc(N(CC(=O)Nc2ccc(F)c(F)c2)S(=O)(=O)c2c(C)noc2C)cc1	-15	-4%	1%	-8%	-26%	-3%	i	-0.9%	-4%
Cc1ccccc1OCCC(=O)OCC(=O)Nc1ccc(C)c(S(=O)(=O)N2CCCCC2)c1	2	·	8%	·	-1%	·	?	-1.7%	·
CCN(CC)c1ccc(/C=N/N2CCN(Cc3ccccc3Cl)CC2)c(O)c1	-26	0%	2%	?	-4%	?	i	-0.1%	13%
Cc1cccc2sc(NC(=O)CCNC(=O)c3ccco3)nc12	-27	3%	14%	10%	6%	-8%	i	5.6%	5%
CN(C)CCN(Cc1cccs1)S(=O)(=O)c1csc(C(N)=O)c1	-3	6%	-3%	0%	-22%	7%	i	-0.2%	-3%
O=C(CSc1nnc(-c2ccco2)o1)NC1CCCCC1	22	-8%	-3%	-20%	-5%	-9%	i	0.2%	-5%
COCCN1C(=O)c2ccccc2C(C(=O)N2CCN(c3ccccc3)CC2)C1c1ccc(F)cc1 (stereo not given)	13	2%	2%	?	-9%	9%	i	0.2%	-10%
O=C(Nc1nnc2n1CCS2)c1ccccc1	·	13%	0%	·	-33%	·	i	-1.0%	15%
COCCn1c(NC(=S)NC(=O)C23CC4CC(CC(C4)C2)C3)cc(=O)[nH]c1=O	73	0%	?	?	-16%	?	i	-0.6%	-9%
Cn1c(=O)c2cc(S(=O)(=O)NC(Cc3ccccc3)C(=O)NCC3CCCO3)ccc2n(C)c1=O (stereo not given)	8	-5%	2%	14%	0%	?	?	-0.1%	-12%

Next part, starting with the last five of the part before.
SMILES	IL-1B inflam inh	A549 viability	TGFb inhibitor	Nrf2 block	HepG2 viability	MCF10A rereplic	ATXN viability	Nrf2 ARE act	ATXN2 expr inh
O=C(CSc1nnc(-c2ccco2)o1)NC1CCCCC1	22	-8%	-3%	-20%	-5%	-9%	i	0.2%	-5%
COCCN1C(=O)c2ccccc2C(C(=O)N2CCN(c3ccccc3)CC2)C1c1ccc(F)cc1 (stereo not given)	13	2%	2%	?	-9%	9%	i	0.2%	-10%
O=C(Nc1nnc2n1CCS2)c1ccccc1	·	13%	0%	·	-33%	·	i	-1.0%	15%
COCCn1c(NC(=S)NC(=O)C23CC4CC(CC(C4)C2)C3)cc(=O)[nH]c1=O	73	0%	?	?	-16%	?	i	-0.6%	-9%
Cn1c(=O)c2cc(S(=O)(=O)NC(Cc3ccccc3)C(=O)NCC3CCCO3)ccc2n(C)c1=O (stereo not given)	8	-5%	2%	14%	0%	?	?	-0.1%	-12%
COc1ccc(-c2nc(C#N)c(NCc3ccccc3Cl)o2)cc1	0	-1%	11%	-28%	-49%	6%	i	1.7%	-5%
COc1ccc(C(=O)OCC(=O)NC2CC2)cc1F	-4	20%	0%	25%	-13%	-16%	i	0.0%	-4%
O=C(O)/C=C/c1cccc(NS(=O)(=O)c2ccccc2)c1	12	-5%	6%	-7%	9%	9%	i	-0.3%	-14%
COc1ccccc1CNC(=O)COC(=O)c1ccc(C)s1	10	-3%	16%	1%	-23%	-1%	i	-1.2%	·
COc1ccc(NC(=O)CCNS(=O)(=O)c2ccc(NC(C)=O)cc2)cc1Cl	-4	2%	4%	4%	3%	-12%	i	1.9%	16%
CCOc1ccc(NC(=O)CSc2nc3ccsc3c(=O)n2CCCCCC(=O)O)cc1	3	-1%	1%&-22%	·	11%&-1%	·	i	1.2%&0.1%	·
CC(C)COc1ccc(C(=O)N2C(=O)c3ccc(N)cc3C2=O)cc1	11	0%	-5%	-4%	0%	24%	i	-0.6%	-7%
Cn1nnnc1SCC(=O)N(C1CCCCC1)C1CCS(=O)(=O)C1 (stereo not given)	13	2%	-1%	2%	5%	17%	i	-0.1%	-26%
CC(C)n1c(NCc2ccc(Cl)cc2)nc2ccccc21	?	12%	7%	27%	-9%	?	i	-0.6%	-13%
N/C(=N\OC(=O)c1ccc(Cl)c(Cl)c1)c1cccc(CSc2ccccn2)c1	9	1%	6%	?	-2%	10%	i	2.7%	33%[activator]
Cc1ccc(S(=O)(=O)N2CCc3ccccc3C2CC(=O)O)cc1 (stereo not given)	34	-7%	0%	3%	6%	-5%	i	-0.1%	4%
CCCC(=O)N1CC(=O)Nc2ccc(Br)cc2C1c1ccc(F)cc1 (stereo not given)	-10	-11%	0%	-10%	-15%	-3%	i	4.1%	-6%
N#C/C(=C\c1ccc(C(=O)O)cc1)c1nc2sc3c(c2c(=O)[nH]1)CCCC3	8	-3%	12%	0%	12%	11%	i	2.0%	-4%
N#CC(CC(=O)c1ccc(F)cc1)c1ccc2c(c1)OCO2 (stereo not given)	?	-1%	10%	2%	-2%	14%	i	0.2%	-2%
CCCCCCn1cc(C(=O)OCC)c(=O)c2cc(F)c(F)cc21	?	-10%	3%	4%	-23%	7%	i	0.4%	-20%
